# H1N1 NS1A inhibition = NS1A inhibition, H1N1 influenza, cell based functional assay (AID 504329) | NS1A functional cell-based assay, percent inhibition; higher % means a stronger effect | one-dose inhibition, % at 12.5 µM; IC50 in µM for titrated hits | actives 0.3% (n = 340,000); in the data active = a potency from the dose series; inconclusive = inhibition above about 27% without an active follow-up result; also: strong numbers were not always called active
# VEEV TC-83 Vero = inhibitors of VEEV TC-83 cytopathic effect, confirmation, Vero cells (AID 588727); inhibition, % at 20 µM; hits with a dose series show IC50 in µM; actives 0.13% (n = 350,000); Vero cells, VEEV TC-83 cytopathic effect inhibition; higher % means a stronger effect; in the data active = a potency from the dose series; inconclusive = inhibition mostly from about 14% at the one dose, without a potency; inactive = the rest, 99 in 100 with inhibition below about 12%; also: strong numbers were not always called active
# M. tuberculosis HTS = M. tuberculosis growth inhibition, HTS (AID 449762). M. tuberculosis H37Rv growth inhibition, 7H9 media; higher % means a stronger effect. one-dose inhibition, % at 25 µM; IC50 in µM for titrated hits. actives 0.59% (n = 330,000); in the data active = a potency from the dose series; inconclusive = inhibition above about 70% without an active follow-up result;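 also: bacterial growth assessed after seven days of incubation; strong numbers were not always called active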
# Salmonella PhoP GFP = Inhibition of PhoP regulon, Salmonella typhi GFP reporter cells, confirmation, 4 h (AID 1850); one-dose inhibition, % at 50 µM; IC50 in µM for titrated hits; actives 0.33% (n = 310,000); Salmonella Typhi PhoP-promoter GFP reporter, fluorescence, 4 h; higher % means a stronger effect; in the data active = a potency from the dose series; inconclusive = inhibition mostly from about 25% at the one dose, without a potency; inactive = the rest, 99 in 100 with inhibition below about 19%;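 also: 0% = induced wells with vehicle and 100% = uninduced wells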
# M. tuberculosis = growth inhibition of non-replicating M. tuberculosis (AID 488890). Mycobacterium tuberculosis non-replicating, growth inhibition; higher % means a stronger effect. inhibition, % at 25 µM, or IC50 in µM where a hit was titrated. actives 0.39% (n = 320,000); in the data active = a potency from the dose series; inconclusive = inhibition mostly from about 82% at the one dose, without a potency; inactive = the rest, 99 in 100 with inhibition below about 76%;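 also: plate controls were DMSO cells for no effect and high antibiotic wells for full effect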
# * hit, by the source's call; i = inactive; ? = inconclusive; . = not tested or not shown. An unsorted share of the library; about 1.5% have a hit in one of these screens.
SMILES,H1N1 NS1A inhibition,VEEV TC-83 Vero,M. tuberculosis HTS,Salmonella PhoP GFP,M. tuberculosis
O=C(NCCc1ccccc1)C1CCN(S(=O)(=O)c2cccs2)CC1,4%,i,-1%,-8%,3%
O=C(Nc1nc(-c2cccc3ccccc23)cs1)c1ccc2c(c1)S(=O)(=O)c1ccccc1C2=O,-1%,i,-4%,4%,-22%
Cc1nc2nc(CNC(=O)OC(C)(C)C)nn2c(C)c1CCC(=O)Nc1ccc2c(c1)OCO2,-2%,1.4%,1%,2%,-10%
COc1ccc(S(=O)(=O)Nc2c(C(=O)O)[nH]c3ccccc23)cc1OC,-1%,4.5%,-4%,3%,-4%
O=C(c1ccccc1)c1ccccc1C(=O)N1CCN(C(=O)c2ccccc2)CC1,-3%,i,-3%,-8%,8%
O=C(NCCc1ccccc1)c1c(O)c2cccc3c2n(c1=O)CC3,10%,5.5%,-2%,-24%,7%
Cc1ccc(-c2nnc(SCC(=O)Nc3ccc(N4CCOCC4)cc3)o2)cc1,3%,1.4%,?,-22%,?
CCOC(=O)c1ccc(N2Cc3ccccc3C2=N)cc1,-1%,i,50%,13%,4%
O=C(NNC(=S)NC(=O)c1cccs1)c1ccc(NC(=O)c2ccccc2)cc1,-2%,3.2%,57%,-1%,?
Cc1c(CCC(=O)O)c(=O)oc2cc3occ(-c4ccc(Br)cc4)c3cc12,-1%,1.3%,?,-3%,27%
CC(=O)Nc1ccc2nc(NS(=O)(=O)c3ccc(C)cc3)sc2c1,1%,1.4%,-4%,-1%,3%
COC(=O)Cc1ccc2c3ccccc3n(C)c2c1,-2%,0.9%,-2%,1%,20%
COc1cc(NC(=O)Cc2nn(C)c(=O)c3ccccc23)cc(OC)c1OC,-9%,1.0%,-2%,9%,-8%
CCOc1ccc2nc(NCCNC(=S)NCCCN(C)C)c(C#N)cc2c1,-1%,1.4%,-3%,3%,45%
O=C(CN1CCN(C(=O)C2CC2)CC1)Nc1ccc(Cl)cc1F,-4%,1.5%,.,.,.
CCCCN1CCCCC1C(=O)Nc1c(C)cc(C)cc1C (stereo unspecified),-12%,0.2%,-5%,-15%,8%
CCn1cc(C(=O)N2CCN(c3ccccn3)CC2)c(=O)c2cc(S(=O)(=O)N(C)C3CCCCC3)ccc21,0%,7.6%,1%,2%,19%
COc1ccccc1NS(=O)(=O)c1ccc(NN=C2CCCC2)c([N+](=O)[O-])c1,14%,i,3%,-5%,19%
NC(=O)CC(NC(=O)c1ccc(Br)cc1)c1ccc(N2CCN(c3ccccn3)CC2)c([N+](=O)[O-])c1 (stereo unspecified),18%,i,?,3%,20%
S=c1[nH]nc(-c2ccccc2Cl)n1CC1CCCO1 (stereo unspecified),-5%,1.9%,-5%,2%,12%

# Reprinted from the part before: two entries, followed by the next part.
SMILES,H1N1 NS1A inhibition,VEEV TC-83 Vero,M. tuberculosis HTS,Salmonella PhoP GFP,M. tuberculosis
NC(=O)CC(NC(=O)c1ccc(Br)cc1)c1ccc(N2CCN(c3ccccn3)CC2)c([N+](=O)[O-])c1 (stereo unspecified),18%,i,?,3%,20%
S=c1[nH]nc(-c2ccccc2Cl)n1CC1CCCO1 (stereo unspecified),-5%,1.9%,-5%,2%,12%
CCOc1ccc(NC(=O)CCN2CCN(c3ccccc3)CC2)cc1,4%,0.5%,?,-4%,13%
CCc1nn(C)c(N)c1C,-4%,1.0%,-11%,10%,-19%
C=CCn1c(O)c(C(CC)=Nc2cc(OC)ccc2OC)c(=O)[nH]c1=O,8%,2.6%,0%,2%,.
O=[N+]([O-])c1ccccc1OCCNCc1ccccc1,5%,0.2%,7%,-1%,4%
COC(=O)C1=C(C)NC(C)=C(C(=O)OC)C1c1cc2ccc(C)cc2[nH]c1=O,6%,1.9%,-4%,-3%,3%
Nc1nnn(CC(=O)N/N=C/c2ccco2)n1,-5%,i,-5%,-10%,4%
CCOC(=O)c1ccc(NC(=O)CSc2nnc(C)n2-c2ccccc2)cc1,2%,3.7%,-8%,-4%,-2%
Cc1ccc(-n2ncc3c2CCCC3NC(=O)CCN2CCCC2=O)cc1C (stereo unspecified),-4%,1.6%,-2%,-3%,2%
c1ccc(CC2CCN(c3nc4ccccc4n4cnnc34)CC2)cc1,-4%,3.2%,?,-2%,40%
Cc1onc(-c2c(Cl)cccc2Cl)c1C(=O)N=S(C)(=O)c1ccccc1 (stereo unspecified),.,1.9%,-2%,2%,-2%
CC1CCCCN1S(=O)(=O)c1coc(C(N)=O)c1 (stereo unspecified),9%,0.2%,0%,-4%,1%
CN(C)/C=C(\C#N)S(=O)(=O)c1ccccc1,0%,2.7%,-2%,-3%,24%
Cc1ccc(CNC(=O)c2cccc3c2C(=O)c2ccc(N4CCC(C)CC4)cc2S3(=O)=O)cc1,5%,3.9%,-3%,.,-5%
COc1ccc(-c2[nH]ncc2-c2csc(C)n2)c(O)c1,1%,0.9%,8%,-2%,32%
Cc1ccc(OCCn2c(C3CC(=O)N(Cc4ccccc4)C3)nc3ccccc32)cc1 (stereo unspecified),29%,i,0%,-4%,29%
CC(NS(=O)(=O)c1ccc2ccccc2c1)c1ccccn1 (stereo unspecified),-7%,3.2%,-1%,.,8%
Cc1cccc(C(C)C)c1NC(=O)CSc1nncn1C,-8%,i,.,-5%,.
Cc1ccc(S(=O)(=O)Cc2ccc(C(=O)N3CCN(c4ccccn4)CC3)o2)cc1,0%,9.8%,-4%,-5%,.
Cc1ccsc1C(=O)N(c1nc2ccccc2s1)c1c(C)cccc1C,2%,8.4%,6%,-5%,-1%
Cc1ccc(C)c(OCCC(=O)NNC(=O)c2ccncc2)c1,0%,1.5%,39%,3%,34%
O=Nc1c2nc3ccccc3n(O)c-2c2ccccc12,-9%,5.4%,11µM*,3%,?
Cc1cccc(OCc2nnc(SCC(=O)N3c4ccccc4Sc4ccc(Cl)cc43)o2)c1,-1%,8.7%,8%,1%,24%
CC1Cc2ccccc2N1C(=O)c1ccc2snnc2c1 (stereo unspecified),3%,0.4%,14%,-6%,23%
CCc1ccccc1NC(=O)CNC(=O)c1cccc(S(=O)(=O)N2CCN(Cc3ccccc3)CC2)c1,-16%,3.9%,6%,5%,8%
O=C(c1ccc2c(c1)OCO2)N(CC1CCCO1)C1(C(=O)NC2CCCCC2)CCCCC1 (stereo unspecified),-3%,3.4%,10%,10%,46%
CCN(CC(=O)Nc1ccccc1OC)C(=O)CSCC(=O)Nc1cccc(C)c1,-4%,5.3%,.,.,.
COc1cc(OC)cc(C(=O)Nc2ccc3nc4n(c(=O)c3c2)CCCC4)c1,-9%,i,14%,3%,-4%
CCN(C[C@H]1N[C@@](CC)(C(=O)OC)[C@H]2C(=O)N(Cc3ccccc3)C(=O)[C@@H]12)C(=O)Nc1ccc(OC)cc1,-13%,i,-2%,.,7%
C=CCC[C@H](Cc1ccc(F)cc1)C(=O)OC[C@H](Cc1c[nH]c2ccccc12)NC(=O)[C@@H](CC=C)CC(=O)NCCO,3%,0.8%,6%,.,48%
CCOC(=O)N1CCN(C(=O)CN(C2CCCCC2)S(=O)(=O)c2ccc(Cl)cc2)CC1,1%,0.7%,-2%,-11%,16%

# Reprinted from the part before: 4 compounds, followed by the next part.
SMILES,H1N1 NS1A inhibition,VEEV TC-83 Vero,M. tuberculosis HTS,Salmonella PhoP GFP,M. tuberculosis
COc1cc(OC)cc(C(=O)Nc2ccc3nc4n(c(=O)c3c2)CCCC4)c1,-9%,i,14%,3%,-4%
CCN(C[C@H]1N[C@@](CC)(C(=O)OC)[C@H]2C(=O)N(Cc3ccccc3)C(=O)[C@@H]12)C(=O)Nc1ccc(OC)cc1,-13%,i,-2%,.,7%
C=CCC[C@H](Cc1ccc(F)cc1)C(=O)OC[C@H](Cc1c[nH]c2ccccc12)NC(=O)[C@@H](CC=C)CC(=O)NCCO,3%,0.8%,6%,.,48%
CCOC(=O)N1CCN(C(=O)CN(C2CCCCC2)S(=O)(=O)c2ccc(Cl)cc2)CC1,1%,0.7%,-2%,-11%,16%
CCS(=O)(=O)c1ccc(O)c(NC(=O)COc2ccc(OC)cc2)c1,-1%,1.9%,-4%,-4%,2%
N#CC(C#N)=Cc1ccc(OCC(=O)N2CCOCC2)cc1,-1%,1.3%,10%,-2%,-5%
CC1CCN(S(=O)(=O)c2ccc3c(c2)n(C)c(=O)n3C)CC1,1%,5.1%,-1%,-9%,-8%
CCN(CC)S(=O)(=O)c1ccc(N2CCOCC2)c(NC(=O)COc2ccccc2C)c1,-23%,4.1%,0%,.,-1%
CCN([C@H](CO)CC(C)C)S(=O)(=O)c1ccccc1,7%,0.7%,.,.,.
COC(=O)C1=C(C)NC(=O)/C1=C\c1cc(C)n(-c2cccc(C)c2)c1C,12%,5.7%,>100µM*,-8%,7%
COc1ccc(CN2CCN(C(C)C)C(CCO)C2)cc1Cn1cccn1 (stereo unspecified),1%,0.8%,-2%,8%,-1%
CC1=C(C(=O)Nc2cccc(C(=O)NC3CCCC(C)C3C)c2)SCCO1 (stereo unspecified),-3%,2.8%,3%,-4%,17%
O=C(O)C1CCCN1c1ncccc1[N+](=O)[O-] (stereo unspecified),-3%,0.9%,6%,1%,-5%
COc1ccccc1N1CCN(C(=O)CN2C(=O)c3ccccc3C2=O)CC1,0%,0.3%,-7%,-2%,2%

# Complete entries, quoted from the list:
# Profile of `Cc1ccc(C)c(OCCC(=O)NNC(=O)c2ccncc2)c1` → H1N1 NS1A inhibition = 0%; VEEV TC-83 Vero = 1.5%; M. tuberculosis HTS = 39%; Salmonella PhoP GFP = 3%; M. tuberculosis = 34%
# Profile of `CC(=O)Nc1ccc2nc(NS(=O)(=O)c3ccc(C)cc3)sc2c1` → H1N1 NS1A inhibition = 1%; VEEV TC-83 Vero = 1.4%; M. tuberculosis HTS = -4%; Salmonella PhoP GFP = -1%; M. tuberculosis = 3%

# Other entries.
SMILES,H1N1 NS1A inhibition,VEEV TC-83 Vero,M. tuberculosis HTS,Salmonella PhoP GFP,M. tuberculosis
O=C1OC(=O)C2C3CCC(O3)C12 (stereo unspecified),.,.,-3%,-3%,5%
CCOC(=O)CN(C(=O)CSc1nnc(CNc2ccc(C)cc2C)n1CC)c1ccccc1,7%,5.8%,-5%,-6%,57%
Cc1cc(NC2CCCCC2)nc(NCc2ccccc2)n1,9%,1.2%,?,34µM*,3.6µM*
CCOc1nc(NC(=O)NS(=O)(=O)c2cccc(Cl)c2)nc(-c2ccccc2)n1,-4%,1.7%,-1%,-8%,-17%
O=C(Nc1ccc(S(=O)(=O)N2CCOCC2)cc1)c1cc([N+](=O)[O-])ccc1Cl,-1%,0.1%,5%,-7%,21%
O=C(CCN1C(=O)c2cccc3cccc(c23)C1=O)Nc1ccon1,-3%,0.1%,2%,2%,-8%
COc1ccc(CNC(=O)C(=O)NCCCn2ccnc2)cc1,-6%,i,-10%,-3%,-17%
Cc1cc(C)nc(SCCN2CCOCC2)n1,-19%,1.7%,-8%,-3%,-4%
O=[N+]([O-])c1cccnc1N1CCC(c2cc(-c3ccc(Cl)cc3)n[nH]2)CC1,16%,i,?,1%,7%
Cc1nc(C)c(C(=O)NNC(=O)Nc2ccc(Cl)cc2)s1,.,i,-12%,2%,-14%

# Next part, overlapping the part above by 3 compounds.
SMILES,H1N1 NS1A inhibition,VEEV TC-83 Vero,M. tuberculosis HTS,Salmonella PhoP GFP,M. tuberculosis
Cc1cc(C)nc(SCCN2CCOCC2)n1,-19%,1.7%,-8%,-3%,-4%
O=[N+]([O-])c1cccnc1N1CCC(c2cc(-c3ccc(Cl)cc3)n[nH]2)CC1,16%,i,?,1%,7%
Cc1nc(C)c(C(=O)NNC(=O)Nc2ccc(Cl)cc2)s1,.,i,-12%,2%,-14%
O=C(Nc1cccc(S(=O)(=O)NC2=NCCC2)c1)c1ccc(OC(F)F)cc1,-7%,1.8%,4%,.,1%
Nn1c(Cc2ccccc2F)nnc1SCn1nnc2ccccc2c1=O,-2%,0.9%,-4%,1%,-2%
O=C(NNC(=S)Nc1ccc(Cl)cc1Cl)c1cccnc1,-7%,2.6%,-5%,.,13%
O=C(CNC(=O)c1cccs1)N/N=C/c1cccc(Br)c1,23%,1.4%,.,.,.
O=C(NCC(=O)N1CCCCCC1)c1ccc(Br)cc1,-8%,0.3%,5%,0%,34%
CC1CC1C(=O)OCC(=O)c1c(N)n(C)c(=O)n(C)c1=O (stereo unspecified),-15%,3.0%,0%,-17%,-3%
COc1ccc(NC(=O)N2CCN(S(C)(=O)=O)CC2)c(OC)c1,7%,1.2%,0%,11%,-4%
